From PubChem
Pemphigus Ab inh: inhibitors of pemphigus antibody binding to human desmoglein-3; actives 0.48% (n = 310,000); DSG3-coupled beads, scFv-anti-DSG3-GFP binding, flow cytometry; active compounds read low; P32926; binding (percent of control), % at 10 µM;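 active = binding more than 3 SD below its plate's average and above zero; inconclusive = below that plate limit but binding exactly zero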;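 note: hits lower antibody fragment binding to DSG3; some compounds called inactive have numbers as strong as hits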
CAL PDZ FP-1: CAL PDZ (human) peptide binding inhibition. actives 0.92% (n = 300,000). AID 602252. purified CAL PDZ, TMR-peptide fluorescence polarization, 1 h. inhibition, % at 24.9 µM;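 active = mean inhibition of at least 30% with at least half of replicates also reaching 30%; inconclusive = no clear call, values can overlap the other calls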;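 note: 0% = DMSO neutral control and 100% = excess unlabeled competitor peptide PRC23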
DAGLB inh: blocks human DAGLB lipase activity; Q8NCG7; inhibition, % at 5.17 µM; actives 0.059% (n = 340,000); HEK293T DAGLB membrane lysate, EnzChek fluorogenic substrate; in the data active = inhibition above about 34%;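 note: 0% = enzyme with vehicle and 100% = wells lacking enzyme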
RTF Ca sens inh: cardiac RTF calcium desensitization. P19429+P45379. inhibition, % at 7.15 µM. AID 493244. IANBD-labeled cardiac RTF, Ca2+ fluorescence. actives 0.12% (n = 340,000);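 active = inhibition above the mean inhibition of all tested compounds plus 3 SD, cut at about 17% in these data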;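 note: assay run at fixed EC70 calcium of 1.6 mM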
LANA DNA inh: inhibitors of KSHV LANA C-terminal domain DNA binding | AID 504423 | inhibition, % at 9 µM | actives 0.078% (n = 340,000) | MBP-C-LANA/FAM-LBS DNA binding, fluorescence polarization;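 active = highest replicate inhibition at or above 60% at 9 µM, even if other replicates fall short; inactive = all replicates below 60% inhibition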;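 note: 0% = neutral control wells and 100% = 4 µM acridine orange control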
V-ATPase pH: alters yeast V-ATPase proton transport. S. cerevisiae, pHLuorin cytosolic pH fluorescence. response, % at 10 µM. actives 0.37% (n = 350,000); in the data active = response mostly above about 7.3%, no sharp cut-off; inactive = mostly below about 5.4%; note: actives read high; inactives centre near 0; some compounds called inactive have numbers as strong as hits
Keap1 Nrf2 FP: inhibitors of human Keap1-Nrf2 protein-protein interaction; Q14145; Keap1 Kelch-Nrf2 peptide fluorescence polarization, 1536-well; inhibition, % at 9.4 µM; actives 0.15% (n = 340,000); AID 504523; in the data active = inhibition above about 12%; inconclusive = no clear call, values can overlap the other calls; inactive = below about 7.3%;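 note: human Keap1 Kelch domain with fluorescein labeled Nrf2 9mer peptide probe; 0% = neutral control wells and 100% = peptide positive control; higher means more block of Keap1 binding to Nrf2 peptide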
Target sequence (Q14145 whole entry, looked up, the tested form may be a part): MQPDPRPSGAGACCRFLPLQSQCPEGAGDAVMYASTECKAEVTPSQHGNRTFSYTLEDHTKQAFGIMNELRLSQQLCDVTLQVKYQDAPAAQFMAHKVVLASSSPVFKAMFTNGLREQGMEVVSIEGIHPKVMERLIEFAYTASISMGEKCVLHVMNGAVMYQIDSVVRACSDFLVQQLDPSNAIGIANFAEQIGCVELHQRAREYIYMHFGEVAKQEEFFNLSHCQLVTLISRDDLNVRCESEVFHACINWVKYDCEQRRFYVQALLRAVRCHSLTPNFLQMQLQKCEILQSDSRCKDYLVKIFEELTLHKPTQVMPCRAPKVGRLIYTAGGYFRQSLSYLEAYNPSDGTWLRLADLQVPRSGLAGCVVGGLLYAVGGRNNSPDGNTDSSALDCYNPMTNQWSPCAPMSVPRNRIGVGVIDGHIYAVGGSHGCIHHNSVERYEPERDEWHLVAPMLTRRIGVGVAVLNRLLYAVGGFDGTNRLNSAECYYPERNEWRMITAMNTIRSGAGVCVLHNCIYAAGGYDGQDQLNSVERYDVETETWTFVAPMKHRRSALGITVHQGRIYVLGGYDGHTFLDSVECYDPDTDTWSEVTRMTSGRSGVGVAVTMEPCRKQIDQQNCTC
Arr AP2 block: blocks beta-arrestin peptide binding to AP2 adaptin | actives 0.31% (n = 340,000) | inhibition, % at 10 µM | FITC-arrestin peptide / GST-AP2 beads, flow cytometry; AP2 beta2 appendage carries R879A mutation;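 active = inhibition above a set limit, near 3 SD of compounds lacking own fluorescence, cut at about 54% in these data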;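 note: plate controls were DMSO wells for no effect and 5 µM unlabelled arrestin peptide for full effect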
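System: GST-tagged AP2 beta2-adaptin appendage (R879A) on 4 µm glutathione beads / Reagent: FITC-arrestin peptide, 50 nM / Detection: HyperCyt-sampled flow cytometry, FL1 channel, ex 488/em 535 nm / Timing: 12 min plus 1 h, RT / Buffer or medium: PBS plus Tween 20 (0.05%) and BSA (0.1%)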
NSD2 HMT inh: blocks human histone methyltransferase NSD2; inhibition, % at 12.5 µM; actives 0.54% (n = 310,000); NSD2 peptide methylation, AlphaScreen, 120 min; O96028; in the data active = inhibition above about 50%
CAL PDZ FP-2: human CAL PDZ-peptide interaction inhibition; Q9HD26; purified CAL PDZ, TMR-peptide fluorescence polarization, 1 h; inhibition, % at 20 µM; actives 0.02% (n = 330,000); AID 504414;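 active = highest replicate inhibition of at least 40%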;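 note: plate controls were DMSO neutral control wells for no effect and unlabeled competitor peptide control wells for full effect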
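Test system: tagged CAL PDZ domain / Buffer or medium: sodium phosphate/NaCl buffer pH 7.4 with TCEP, IgG, Thesit / Reagent: TMR-labelled reporter peptide T*-PRC34 bound in PDZ groove / Compound dosing: single point, 20 µM / Schedule: 1 h incubation at room temperature before polarization reading / Technique: fluorescence polarization (mP) / Benchmarks: unlabelled peptide, DMSO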
Numbers without * were called inactive; ? = inconclusive; · = no result given. Only part of the results is shown; count on the stated rates, not on these rows.

SMILES | Pemphigus Ab inh | CAL PDZ FP-1 | DAGLB inh | RTF Ca sens inh | LANA DNA inh | V-ATPase pH | Keap1 Nrf2 FP | Arr AP2 block | NSD2 HMT inh | CAL PDZ FP-2
COC(=O)c1ccc(/C=N/NC(=O)CC(=O)NC2CCCCC2)cc1 | 100 | -3 | -1 | -14 | 2.1 | 1 | -3 | -7 | 10 | 0.2
Cc1ccc(C(=O)Nc2cccc(C(=O)N3CCN(C)CC3)c2)cc1 | 94 | · | 0 | 3 | -0.5 | 6 | 3 | 34 | 5 | -1.1
O=C(NCc1ccc(Cl)cc1)C1CCC(=O)N(C2CCCCCC2)C1 (centres undefined) | 107 | -2 | 1 | -4 | 0.4 | -3 | 3 | 34 | 0 | -2.0
O=C(O)CCC(=O)N1N=C(c2ccc(Br)cc2)CC1c1ccc(Br)cc1 (centres undefined) | 103 | -4 | 5 | -7 | -0.4 | -1 | -2 | -3 | -1 | -1.7
Cc1ccc(F)cc1NC(=O)C1CCN(c2cnccn2)CC1 | 105 | -1 | 2 | 6 | -1.2 | 2 | -5 | -4 | 3 | -2.2
C=CCOc1cccc(C2C(C(=O)c3ccc(C)o3)=C(O)C(=O)N2c2nccs2)c1 (centres undefined) | 111 | -7 | 2 | -16 | 32 | -1 | ? | 16 | -3 | -0.9
CC1CC(Nc2ccccc2)=NC1(C)C (centres undefined) | 103 | 2 | 1 | 4 | 5.9 | 2 | 0 | -3 | -5 | -0.6
O=C(/C=C/c1ccc(-c2ccccc2)o1)c1ccccc1 | 113 | -2 | -15 | -2 | -1.5 | 5 | 0 | 13 | 1 | -2.1
Cn1cnnc1SCC(=O)Nc1ccc(F)cc1 | 96 | -3 | -1 | -9 | 0.9 | -3 | -1 | 10 | -1 | -0.7
Cc1cc(OCC(=O)Nc2ncn[nH]2)ccc1Cl | 99 | 6 | -1 | 10 | -0.1 | 0 | -6 | 9 | · | -0.4
O=C(CN1C(=O)NC(c2ccccc2)(c2ccccc2)C1=O)NCc1ccco1 | · | -5 | 2 | 3 | 0.7 | 6 | -4 | 7 | · | -0.4
CC(C)C[C@@H](CNCC(=O)[C@H](Cc1c[nH]c2ccccc12)NC(=O)c1[nH]cnc1C(=O)N[C@@H](C)CN)NC(=O)c1nc[nH]c1C(=O)N[C@@H](C)C(=O)O | 115 | -3 | -1 | -7 | -1.4 | -2 | 0 | 35 | · | 0.5
CCOC(=O)N1CCc2c(sc(NC(=O)C3COc4ccccc4O3)c2C(N)=O)C1 (centres undefined) | 98 | -1 | 1 | 1 | 1.1 | -2 | -2 | 2 | 6 | -2.4
CC(C)(C)c1ccc(C(=O)NNc2cc(N3CCOCC3)nc(N3CCOCC3)n2)cc1 | 109 | · | -2 | -4 | -0.6 | -1 | 6 | 4 | 4 | 1.0
CC(CNS(=O)(=O)c1ccc(Cl)cc1)n1cncn1 (centres undefined) | · | 7 | 2 | 0 | 0.5 | 1 | 0 | -12 | -7 | -2.0
N=C1C(c2nc3ccccc3[nH]2)=C(O)CN1c1ccc(F)cc1 | 116 | -2 | 1 | -9 | 2.3 | -2 | 1 | 5 | 1 | -1.9
CCOC(=O)[C@H]1[C@H]2COc3ccc(C)cc3[C@@H]2N2C(=O)CN(C)C(=O)[C@@]12C | 98 | -5 | 1 | -3 | -1.7 | 2 | -4 | -2 | · | 0.4
O=C(C1=C[C@@H](C2CC2)C[C@@H](OCCCCO)O1)N1CCN(Cc2ccc3c(c2)OCO3)CC1 | 105 | -1 | 1 | 6 | 0.4 | -3 | -6 | -5 | · | -1.0
COc1cccc(C2C(C(N)=O)=C(C)Nc3nc(CCCO)nn32)c1OC (centres undefined) | 104 | · | -1 | 2 | 0.0 | 6 | -2 | 7 | · | -0.1
CCCn1c(C)cc(-c2csc(N)n2)c1C | 97 | 7 | 10 | 3 | 3.9 | 4 | -1 | 25 | 2 | 0.9
CCOC(=O)C1CCCN(C(=O)c2cccs2)C1 (centres undefined) | 97 | -3 | -4 | 0 | 0.0 | -4 | -1 | 20 | 12 | 0.8
CC(=O)c1ccc(OCc2cc(C(=O)NC(C)CCn3cccn3)no2)cc1 (centres undefined) | 113 | 0 | 0 | -4 | -1.6 | 4 | -1 | -2 | 0 | -2.2
CC(C)(CCl)C(=O)Nc1ccc(Sc2ccc(F)cc2)cc1 | 103 | · | -9 | -10 | 1.1 | 0 | 3 | -9 | -9 | -0.7
CNc1ccccc1C(=O)OCC(=O)Nc1ccc2c(c1)OCO2 | · | -2 | -8 | -14 | -0.2 | -2 | -2 | -13 | 1 | -1.5
COc1ccccc1N1CCN(S(=O)(=O)c2ccccc2)CC1 | 101 | · | -4 | 0 | 0.9 | -2 | -3 | 1 | 0 | -2.5
O=C(N1CCOCC1)n1cnc2ccccc21 | 102 | 0 | -3 | 0 | -0.9 | 7 | -5 | 5 | 1 | -2.7
O=c1nc2ccccc2c2n1CC(CN1CCN(c3cccc(Cl)c3)CC1)N2 (centres undefined) | 97 | · | 2 | -4 | -2.6 | -5 | -1 | 7 | 0 | -2.2
O=C(NCCN1CCOCC1)c1ccc2c(c1)N(Cc1c(F)cccc1Cl)C(=O)c1ccccc1S2 | 104 | 7 | -2 | 1 | -1.3 | -1 | 0 | 5 | 4 | -1.5
CCC(C)NS(=O)(=O)c1ccc(OCC(=O)Nc2ccc3c(c2)OCO3)cc1 (centres undefined) | 99 | -3 | 0 | -2 | -1.5 | 3 | 4 | 8 | 0 | -1.6
COC(=O)[C@@]1(Cc2ccccc2)[C@H]2C(=O)N(Cc3ccccc3)C(=O)[C@H]2[C@H]2CN=C(SC)N21 | 98 | -1 | -2 | -5 | 0.3 | 1 | -4 | -1 | · | -0.6
O=C(CC(NS(=O)(=O)c1ccc(Cl)cc1)c1ccco1)NCc1ccco1 (centres undefined) | · | -5 | -3 | -2 | 3.2 | -4 | -1 | 6 | 4 | -0.8
COc1ccccc1OCCCOc1cccc(/C=C2\SC(=O)NC2=O)c1 | 104 | -3 | 9 | -3 | -0.5 | 0 | 5 | 8 | 4 | ·
Cc1cc(S(=O)(=O)N2CCCC2)ccc1OCC(=O)Nc1ccc(C(N)=O)cc1 | · | -5 | -1 | -10 | -0.6 | 0 | -4 | -2 | -3 | -0.1
O=C(CN1CCN(S(=O)(=O)c2ccc3c(c2)OCCO3)CC1)Nc1ccccc1Br | 98 | · | -3 | 6 | 0.1 | -3 | 1 | 30 | 1 | -1.9
CCOC(=O)C1CCN(Cc2cc(=O)n3c(-c4ccccc4)csc3n2)CC1 | 98 | -5 | 4 | -4 | -0.8 | 3 | -4 | 16 | -2 | 0.1
Cc1cnc(C(=O)OCC(=O)Nc2ccc(Br)c(C)c2)cn1 | 114 | 1 | -2 | -1 | 1.0 | 2 | -1 | -9 | 0 | -0.7
O=C(CSc1nnc(-c2ccc(Cl)cc2)n1CC1CCCO1)NC1CCS(=O)(=O)C1 (centres undefined) | 99 | · | 1 | -10 | -1.1 | 3 | -6 | 14 | -2 | -0.3
CCCCOc1ccc(-c2nnn(C(C)C(=O)OCC)n2)cc1 (centres undefined) | 101 | 5 | -10 | -4 | -0.1 | -2 | 4 | 10 | -14 | -0.7
COCCCN1C(=O)c2ccc(C(=O)Nc3ccc(OC)cc3OC)cc2C1=O | 105 | 0 | -1 | -6 | -0.4 | 0 | -4 | -6 | 0 | -1.0
Cc1sc2ncnc(N3CCC(C(=O)Nc4nc5ccc(Cl)cc5s4)CC3)c2c1C | 100 | -6 | -1 | -5 | -0.5 | 0 | 0 | -4 | -2 | -1.6
CCc1ccc(NC(=O)C2CCN(S(=O)(=O)c3c(C)noc3C)CC2)cc1 | · | -2 | -3 | -5 | 0.0 | 0 | -2 | -14 | -4 | -2.2
O=S(=O)(c1ccc(OCC(O)CN2CCC(Cc3ccccc3)CC2)cc1)N1CCOCC1 (centres undefined) | 105 | -1 | 2 | -9 | 1.1 | 3 | -2 | -1 | 2 | -2.4
CC1CCCC(NC(=O)c2ccc3c(SCC(=O)O)c4c(nc3c2)CCC4)C1C (centres undefined) | 85 | 1 | 1 | -11 | 1.0 | 2 | -3 | -2 | · | -0.6
Cc1cc(NC(=O)C(C)SCC(=O)Nc2ccc(SC(F)F)cc2)no1 (centres undefined) | · | · | 1 | 0 | 0.0 | -3 | 9 | 28 | -2 | -3.5
O=S(=O)(c1ccccc1)N(CC(O)CN1CCCC1)c1ccccc1 (centres undefined) | 113 | -5 | 0 | -4 | -1.6 | 0 | -9 | 11 | 4 | -1.6

Structural class, the compounds so far with fluorine
SMILES | Pemphigus Ab inh | CAL PDZ FP-1 | DAGLB inh | RTF Ca sens inh | LANA DNA inh | V-ATPase pH | Keap1 Nrf2 FP | Arr AP2 block | NSD2 HMT inh | CAL PDZ FP-2
Cc1ccc(F)cc1NC(=O)C1CCN(c2cnccn2)CC1 | 105 | -1 | 2 | 6 | -1.2 | 2 | -5 | -4 | 3 | -2.2
Cn1cnnc1SCC(=O)Nc1ccc(F)cc1 | 96 | -3 | -1 | -9 | 0.9 | -3 | -1 | 10 | -1 | -0.7
N=C1C(c2nc3ccccc3[nH]2)=C(O)CN1c1ccc(F)cc1 | 116 | -2 | 1 | -9 | 2.3 | -2 | 1 | 5 | 1 | -1.9
CC(C)(CCl)C(=O)Nc1ccc(Sc2ccc(F)cc2)cc1 | 103 | · | -9 | -10 | 1.1 | 0 | 3 | -9 | -9 | -0.7
O=C(NCCN1CCOCC1)c1ccc2c(c1)N(Cc1c(F)cccc1Cl)C(=O)c1ccccc1S2 | 104 | 7 | -2 | 1 | -1.3 | -1 | 0 | 5 | 4 | -1.5
Cc1cc(NC(=O)C(C)SCC(=O)Nc2ccc(SC(F)F)cc2)no1 (centres undefined) | · | · | 1 | 0 | 0.0 | -3 | 9 | 28 | -2 | -3.5
